DNMT1 block = DNMT1 (human) enzyme inhibition | P26358 | DNMT1 molecular beacon, Hinp1I cleavage, fluorescence | inhibition (reported as % activation of signal), % at 10 µM | actives 0.83% (n = 360,000); in the data active = inhibition above about 50%
MsrA inh = bovine MsrA inhibition | actives 0.75% (n = 360,000) | inhibition, % at 15.5 µM | purified bovine MsrA, absorbance read-out | AID 651718; in the data active = inhibition above about 4.5%;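 also: 0% = vehicle wells with enzyme and 100% = reference inhibitor wells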
CSN inh = inhibitors of human CSN-mediated cullin deneddylation; AID 651999; inhibition, % at 12.5 µM; Purified CSN, SCF-Nedd8-OG deneddylation, fluorescence polarization; actives 0.38% (n = 360,000);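 active = pattern-corrected inhibition above about 35%, with an unprinted fluorescence ratio check between 0.5 and 1.5, limit read from the data, passing the limit was not always enough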;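 also: 0% = enzyme with substrate and 100% = substrate without enzyme; some results filed as inactive read as strong as hits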
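Detection – fluorescence polarization · System – HEK293T-derived human Csn5 enzyme · Controls – substrate-only high control, full reaction low control · Timing – 90 min, room temperature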
NadD inh = blocks S. aureus nicotinate mononucleotide adenylyltransferase; actives 0.78% (n = 360,000); inhibition, % at 20 µM; purified NadD enzyme, colorimetric absorbance read-out; in the data active = inhibition above about 26%; also: some compounds past the cut are filed as inactive
STEP inh = STEP (human) phosphatase inhibition; P54829; recombinant STEP, OMFP fluorogenic substrate, fluorescence; actives 0.25% (n = 360,000); inhibition, % at 20 µM; AID 588621;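 active = inhibition at 20 µM, scaled per plate between control wells, above about 37%, limit read from the data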;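 also: 0% = DMSO with enzyme and substrate and 100% = substrate only without enzyme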
Target sequence (P54829 whole entry, looked up): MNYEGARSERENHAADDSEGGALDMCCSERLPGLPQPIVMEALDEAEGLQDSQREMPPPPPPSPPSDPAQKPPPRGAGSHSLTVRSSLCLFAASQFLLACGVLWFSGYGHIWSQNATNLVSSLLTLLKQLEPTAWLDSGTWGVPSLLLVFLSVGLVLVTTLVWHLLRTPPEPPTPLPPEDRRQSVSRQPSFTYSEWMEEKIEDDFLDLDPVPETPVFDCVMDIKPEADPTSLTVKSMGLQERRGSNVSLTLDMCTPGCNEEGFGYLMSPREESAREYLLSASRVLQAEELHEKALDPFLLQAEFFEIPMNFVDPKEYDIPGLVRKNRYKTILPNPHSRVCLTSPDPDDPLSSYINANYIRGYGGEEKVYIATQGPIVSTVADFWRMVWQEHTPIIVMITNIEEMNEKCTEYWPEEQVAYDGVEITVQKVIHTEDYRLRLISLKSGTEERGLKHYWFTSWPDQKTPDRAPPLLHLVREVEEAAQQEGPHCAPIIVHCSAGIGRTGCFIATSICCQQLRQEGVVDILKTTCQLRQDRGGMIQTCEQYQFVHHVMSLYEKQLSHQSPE
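Assay system: isolated STEP enzyme. Buffer or medium: pH 6.0 Bis-Tris with DTT and Tween 20. Also added: fluorogenic phosphatase substrate OMFP at 25 µM final. Dosing: 20 µM, 1% DMSO. Timing: 20 min reaction, room temperature, in the dark. Measured by: fluorescence intensity, excitation 480 nm, emission 540 nm. Evaluation: normalized % inhibition.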
Rpn11 inh = inhibitors of human proteasome Rpn11 | actives 0.59% (n = 360,000) | O00487 | AID 588493 | human 26S proteasome, Ub4-pepOG fluorescence polarization; 20S core pre-blocked with epoxomicin | calls only at 20 µM;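 active = inhibition at 20 µM, scaled to each plate's controls, above about 33%, limit read from the data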
Scp1 inh = inhibitors of human Scp-1 phosphatase. actives 0.88% (n = 340,000). Recombinant Scp1, phosphopeptide, malachite green phosphate absorbance. inhibition, % at 20 µM;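 active = inhibition above about 50% at 20 µM, limit read from the data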;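 also: plate controls were DMSO wells with enzyme for no effect and wells lacking enzyme for full effect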
Target sequence (Q9GZU7 76-261 limits assumed): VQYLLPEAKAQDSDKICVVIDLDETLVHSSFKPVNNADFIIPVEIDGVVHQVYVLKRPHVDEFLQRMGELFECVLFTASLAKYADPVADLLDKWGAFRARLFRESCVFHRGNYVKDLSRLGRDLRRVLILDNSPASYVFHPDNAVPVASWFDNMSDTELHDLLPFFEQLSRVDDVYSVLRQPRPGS
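Material – SCP-1 phosphatase catalytic domain, residues 76-261 · Buffer or medium – Acidic Tris acetate buffer with magnesium and detergent · Also added – Phospho 17-mer peptide substrate · Compound – single 20 µM dose, 1% DMSO · Times – 45 min room-temperature reaction, 5 min colour, 30 min stabiliser · Technique – Phosphate-binding colour reagent, absorbance read at 630 nm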
SUMO1-SIM PPI = SUMO1-SIM interaction modulation; inhibition, % at 20 µM; P63165; AID 602429; SUMO1 binding to a labelled peptide, TR-FRET, 1 h; actives 0.33% (n = 360,000); in the data active = inhibition above about 37%
Target sequence (P63165 whole entry, looked up): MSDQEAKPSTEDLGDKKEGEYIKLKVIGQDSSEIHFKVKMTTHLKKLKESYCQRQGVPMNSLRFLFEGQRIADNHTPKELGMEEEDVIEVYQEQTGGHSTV
LMPTP inh = LMPTP (human) inhibition | recombinant LMPTP-A, OMFP fluorogenic substrate, fluorescence intensity | actives 0.22% (n = 360,000) | inhibition, % at 20 µM | AID 651560 | P24666;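 active = compounds that cut the enzyme signal by at least half of the control window in the single-dose screen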;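 also: plate controls were DMSO wells with enzyme plus substrate for no effect and substrate without enzyme for full effect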
Target sequence (P24666 whole entry, looked up): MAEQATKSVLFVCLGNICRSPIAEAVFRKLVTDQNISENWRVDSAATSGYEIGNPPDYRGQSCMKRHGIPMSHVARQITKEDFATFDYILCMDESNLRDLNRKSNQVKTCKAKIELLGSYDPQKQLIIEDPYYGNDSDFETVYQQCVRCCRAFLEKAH
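Test system – LMPTP-A enzyme · Amount – LMPTP-A at 0.625 nM final in the reaction · Buffer or medium – Bis-Tris pH 6.0, DTT, detergent · Reagent – OMFP 400 µM · Doses – single 20 µM dose · Schedule – reaction 50 min, room temperature, dark · Detection – fluorescence intensity of OMFP turnover product · Evaluation – percent inhibition versus substrate-only and uninhibited controls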
Tb MetRS inh = blocks T. brucei methionyl-tRNA synthetase activity | purified T. brucei MetRS, ATP depletion, Kinase-Glo luminescence | inhibition, % at 11.9 µM | actives 0.4% (n = 360,000);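 active = inhibition above a per-plate cutoff of the control wells' mean inhibition plus 3 SD, cut at about 5.5% in these data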;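 also: 0% = DMSO wells median and 100% = median of wells with control inhibitor compound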
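technique = Kinase-Glo luminescence, ATP depletion format | system = purified MetRS (methionyl-tRNA synthetase) enzyme from Trypanosoma brucei | timing = 15 min preincubation, 2 h reaction, all 25 °C | evaluation = percent inhibition versus plate control medians | dosing = single dose, 11.9 µM final nominal, 0.9% final DMSO | also added = substrates ATP, L-methionine and bulk Escherichia coli tRNA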
* = called active by the depositor; i = inactive; / = not tested or not shown. The order is random, and some 3.9% of all compounds hit somewhere here.

SMILES	DNMT1 block	MsrA inh	CSN inh	NadD inh	STEP inh	Rpn11 inh	Scp1 inh	SUMO1-SIM PPI	LMPTP inh	Tb MetRS inh
CCc1ccccc1NC(=S)N=Nc1c(O)n(C)c2ccc(S(=O)(=O)N3CCOCC3)cc12	11	2.9	-8	25	-3	i	-8	0	0.3	1.1
COc1ccc(CCNS(=O)(=O)c2c(C)nc3scc(C)n3c2=O)cc1OC	0	1.2	-4	1	-1	i	-1	-4	-0.9	-0.6
CC(NC(=O)c1cc(-c2ccc3c(c2)OCO3)nc2ccccc12)C(C)(C)C (configuration not stated)	-12	1.3	-1	8	2	i	-4	15	0.0	0.1
CN(C(=O)c1cc2c(s1)-c1ccccc1S(=O)(=O)C2)c1ccccc1F	0	1.1	-3	-6	0	i	-4	-15	0.4	-0.2
CCC(=O)N1CCN=C1SCc1ccc(Cl)cc1	5	-1.4	0	-2	-2	i	-5	-9	2.5	-0.4
Cc1ccc2c(c1)N(CCC(=O)NCc1cccnc1)C(=O)CO2	3	1.5	6	0	0	i	-2	-1	-2.3	0.0
Cc1c(Cl)cccc1NC(=O)CSc1nnc(C)n1CC1CCCO1 (configuration not stated)	3	1.4	1	-4	-3	i	1	3	-1.2	-0.9
CC(OC(=O)Cc1c[nH]c2ccccc12)C(=O)NC1(C#N)CCCCC1 (configuration not stated)	-1	1.7	2	-5	-4	i	1	1	0.3	0.1
O=C(Nc1ccccc1)c1ccccc1NC(=O)[C@H]1CCCC[C@H]1C(=O)O	4	-1.4	3	-8	-2	i	-5	0	-0.5	-0.7
O=C(Nc1cccnc1Cl)C1=NN(c2ccccc2)C(=O)CC1	2	0.6	-3	-8	-1	i	-3	0	-1.5	-0.2
O=C(NC1CCS(=O)(=O)C1)C12CC3CC(CC(C3)C1)C2 (configuration not stated)	-3	-0.2	1	4	-4	i	0	-3	-0.8	-0.1
O=C(CSc1nc(-c2ccc(F)cc2)cs1)Nc1ccccn1	-1	-0.7	1	3	-1	i	1	2	-0.8	-0.5
Cc1cccc(/C=N\Nc2cn[nH]c(=O)c2Cl)c1	-6	8.1*	-1	-9	0	i	-8	-18	-1.1	-0.8
CN(C)S(=O)(=O)N1CCCC(C(=O)c2ccc(C(F)(F)F)cc2)C1 (configuration not stated)	6	-0.1	-3	-2	1	i	-4	-4	-1.2	0.0
OC(c1ccccc1)(C1CCCCC1)C(CN1CCOCC1)c1ccccc1 (configuration not stated)	3	0.8	4	-4	0	i	10	-2	-0.9	-1.5
O=C(CC1(O)C(=O)Nc2ccc(Br)cc21)c1ccc2c(c1)OCO2 (configuration not stated)	-3	1.4	2	-3	-1	i	-2	-1	-1.0	0.6
COc1ccc(Cc2nc3ccc(C(=O)NCC4COCCO4)cc3o2)cc1OC (configuration not stated)	0	-0.3	0	-3	-1	i	-3	0	-2.3	-0.3
COC(=O)c1ccc(NC(=O)CSc2nc(=O)n3cccc(C)c3n2)cc1	-2	-0.6	-2	1	1	i	1	-14	-0.7	-0.4
Cc1cc(C(=O)N2CCCC2(C)C(=O)O)c(C)o1 (configuration not stated)	9	-0.2	0	-1	-1	i	/	-3	-1.7	0.5
Cc1ccc(N(CC(=O)N2CCCC2)S(C)(=O)=O)cc1C	-2	0.4	-3	-3	0	i	-10	5	-2.6	-1.0
Cc1cc(C)nc(NS(=O)(=O)c2ccc(NC(=O)C3COc4ccccc4O3)cc2)n1 (configuration not stated)	-3	1.0	0	4	-2	i	7	-2	-0.7	-0.1
Cc1cccc(NC(=O)N2CCN(Cc3ccccc3)CC2)c1	-1	-1.0	-3	4	4	i	-5	1	-2.2	-0.4
O=CN1CCN(C(=O)c2ccc(-c3nc4ccccc4s3)s2)CC1	3	4.5	4	-5	0	i	-19	-27	-1.0	-0.7
COc1ccccc1NC(=O)NC1(C(=O)N2CCOCC2)CCCCC1	2	1.5	-1	-3	0	i	-8	6	-1.4	-0.9
CCC(CC)C(=O)N(C)c1c(C)nc2c(OCc3ccccc3C(=O)OC)cccn12	1	-0.5	-1	-3	-2	i	/	1	-1.2	-0.1
COc1ccc(-c2csc3nc(-c4ccccc4F)oc(=O)c23)cc1	6	-0.4	2	-11	0	i	-7	-2	-0.2	-0.1
COc1ccc(NC(=O)c2ccccc2NS(=O)(=O)c2ccc(CNC(C)=O)cc2)c(OC)c1	1	1.4	-3	-7	-3	i	-7	9	-0.7	0.6
O=C(CC[C@H]1O[C@@H](n2ccc(=O)[nH]c2=O)[C@H](O)[C@@H]1O)N[C@H](Cc1ccccc1)C(=O)NCCCN1CCCC1=O	4	1.0	-10	-1	-1	i	/	5	-0.7	-1.2
COCc1nnc(NC(=O)c2ccc(S(=O)(=O)N3CCCC3)cc2)o1	1	0.6	5	5	1	i	-1	-1	0.3	-0.1
O=S1(=O)c2c(Oc3cccc4ccccc34)cccc2OC(COCc2ccccc2)CN1C1CCCC1 (configuration not stated)	10	-0.7	7	-1	1	i	-23	-8	0.4	-0.1
O=C(Nc1ccc(CN2CCOCC2)cc1)c1cc(Cl)ccc1Cl	2	-0.3	-4	-1	-2	i	-4	5	-0.7	1.1
O=C1C=C(N2CCOCC2)C2(CCCCC2)O1	3	1.8	-6	-5	-1	i	-9	3	-0.9	-0.1
COc1ccccc1NS(=O)(=O)c1ccc(C)c(NC(=O)C2CCCO2)c1 (configuration not stated)	-1	0.1	0	-3	0	i	-10	-2	-1.1	-0.2
COc1ccc(CN(Cc2ccccn2)C(=O)CN2C(=O)COc3ccccc32)cc1	5	/	-3	1	-1	i	-8	1	-1.4	-0.3
CC(C)(C)NC(=O)C(c1cccnc1)N(C(=O)c1ccc(Cl)nc1)C1CCCC1 (configuration not stated)	2	-1.4	-10	-9	0	i	-12	-3	-1.4	-0.9
N/C(COc1cccc(Cl)c1)=N\NS(=O)(=O)c1ccccc1	-2	-0.4	-1	2	-3	i	-3	2	-1.0	0.2
CCOc1cc(C2C3=C(CC(C)(C)CC3=O)OC3=C2C(=O)CC(C)(C)C3)cc([N+](=O)[O-])c1O	1	0.8	-15	4	2	i	-8	-9	-2.4	0.1
CC1(C)CC(NC(=O)c2cccc(Cl)c2)CC(C)(C)N1	-1	-2.5	-1	0	0	i	-3	9	1.6	-1.6
COc1ccc(CCNC(=O)COC(=O)/C=C/c2ccc(OCC#N)c(OC)c2)cc1	0	0.7	-2	-1	0	i	1	-1	-0.6	0.0
CC(Sc1nc(N2CCOCC2)c2c(c1C#N)CC(C)(C)OC2)C(=O)O (configuration not stated)	0	1.8	4	-6	-2	i	-6	-1	-0.5	-0.1
Cc1cc(C)n2nc(-c3ccco3)nc2n1	-2	0.9	2	5	0	i	2	1	-1.0	-0.7
Cc1ccnc(NS(=O)(=O)c2ccc(NS(=O)(=O)c3ccc([N+](=O)[O-])cc3)cc2)n1	4	-0.2	0	-4	-2	i	3	-21	-0.6	-0.4
CC(=O)Nc1cccc(C(=O)/C=C/c2ccc(Br)cc2)c1	6	2.2	25	-8	-3	i	-5	-3	-0.4	-0.9
Cc1ccc(NS(=O)(=O)c2cc(C(=O)N3CCOCC3)ccc2C)cc1C	2	0.3	3	3	-1	i	2	11	0.3	-0.6
Cc1cc(NC(=O)CSc2ccc3nnc(-c4cccs4)n3n2)no1	-1	1.6	4	-1	2	i	-2	-10	0.9	-0.4
Cc1ccc2c(c1)N(CC(=O)NC1CCCC1)C(=O)CO2	2	-1.1	1	-1	1	i	-5	6	-1.0	-0.5
CCOC(=O)C1=C(C)C(c2ccccc2OC)NC(=O)N1 (configuration not stated)	1	0.1	1	-1	-7	i	-3	-1	-1.8	0.0
CC(=O)c1cccc(NC(=O)c2cc(C)nn2-c2ccccc2)c1	-1	0.8	0	-4	0	i	-22	0	0.1	0.0
CN(C(=O)Cn1cc([N+](=O)[O-])ccc1=O)C1CCCCC1	2	1.3	0	0	-1	i	-2	-11	-1.3	-0.5
CCC(CO)Oc1cc(NC(=O)c2ccc(Cl)cc2)c2ncn(C(C)C)c2c1 (configuration not stated)	6	-0.4	-2	-6	2	i	-8	-10	-3.9	-0.2
COc1ccc(CCNC(=O)Nc2ccc3c(c2)c(=O)n(C)n3C)cc1OC	-9	1.2	5	-1	1	i	/	0	-1.0	-0.1
O=c1c2ccccc2[nH]c(=S)n1Cc1ccccc1	1	0.7	3	-3	4	i	-8	-2	0.7	0.1
Cc1ccc(NC(=O)CCCCCNS(=O)(=O)c2ccc(C)cc2)cc1	-1	-0.9	-4	-3	-3	i	-6	-4	0.6	-1.0
CCOc1ccc(C(=O)Nc2c(C(=O)N3CCC(N4CCCCC4)CC3)oc3ccccc23)cc1	-2	-0.4	2	-4	2	i	6	-7	-0.7	-0.5
O=C(Nc1cc(C2CC2)nn1-c1ccccc1)c1ccc(F)cc1	9	-0.4	0	1	0	i	-3	-3	-0.3	-0.4
COc1ccc(NC(=O)CSCCc2ccccn2)cc1OC	2	-0.7	4	-12	-3	i	-10	0	-0.3	-0.6
CC(=O)c1cccc(Nc2cc(C)nc3ccc(C)cc23)c1	-6	1.4	-1	3	0	i	-4	-2	7.6	3.5

A second format for part of the listing above.
Below each compound – DNMT1 block | MsrA inh | CSN inh | NadD inh | STEP inh | Rpn11 inh | Scp1 inh | SUMO1-SIM PPI | LMPTP inh | Tb MetRS inh
> Cc1ccc2c(c1)N(CC(=O)NC1CCCC1)C(=O)CO2
  2 | -1.1 | 1 | -1 | 1 | i | -5 | 6 | -1.0 | -0.5
> CCOC(=O)C1=C(C)C(c2ccccc2OC)NC(=O)N1 (configuration not stated)
  1 | 0.1 | 1 | -1 | -7 | i | -3 | -1 | -1.8 | 0.0

In a second layout: 2 of the compounds above.
> CCOC(=O)C1=C(C)C(c2ccccc2OC)NC(=O)N1 (configuration not stated)
  DNMT1 block = 1
  MsrA inh = 0.1
  CSN inh = 1
  NadD inh = -1
  STEP inh = -7
  Rpn11 inh = i
  Scp1 inh = -3
  SUMO1-SIM PPI = -1
  LMPTP inh = -1.8
  Tb MetRS inh = 0.0
> CC(=O)c1cccc(NC(=O)c2cc(C)nn2-c2ccccc2)c1
  DNMT1 block = -1
  MsrA inh = 0.8
  CSN inh = 0
  NadD inh = -4
  STEP inh = 0
  Rpn11 inh = i
  Scp1 inh = -22
  SUMO1-SIM PPI = 0
  LMPTP inh = 0.1
  Tb MetRS inh = 0.0

Source: PubChem (several laboratories)
